High-throughput results as filed in PubChem.
PolyA inhibitor = polyadenylation inhibitors in yeast reporter cells, primary screen, luminescence, S. cerevisiae; S. cerevisiae SKY197-pL101 polyadenylation reporter, beta-gal luminescence; efflux-impaired pdr1/pdr3 knockout yeast; score 100 = 6 SD above DMSO; calls only at 12 µM; 300,000 compounds, 0.02% hits;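 active = lowest replicate activity score at least 50, where 100 means six control SD above control mean; inconclusive = lowest score under 50 but half or more replicates reach 50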;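 note: yeast exposed to compound for 9 h at 30 °C; higher score means more reporter readthrough which indicates perturbed polyadenylation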
HSF1 activator = HSF-1 activators, primary screen, NIH3T3-HGL cells, MG132 stress, luminescence, single point; 300,000 compounds, 1.7% hits; activation, % at 9 µM; NIH3T3-HGL HSF-1 luciferase reporter, 8 h; 100% = twice DMSO control signal;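 active = mean replicate activation of at least 50% with a set share of replicates each reaching 50%; inconclusive = only one of those two conditions met; inactive = mean below 50% and too few replicates reaching it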;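 note: 0% = median of the neutral control wells and 100% = twice that signal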
GSK3 alpha inh = blockers of GSK3A enzyme activity – biochemical, luminescence, cell-free homogeneous, HTS, primary screen; GSK-3 alpha kinase, ADP-Glo luminescence, 60 min; inhibition, % at 10 µM; Glycogen synthase kinase-3 alpha (Homo sapiens), P49840; 320,000 compounds, 0.1% hits;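 in the data active = inhibition above about 50%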;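 note: GST-tagged GSK-3 alpha with peptide substrate and 25 µM ATP; 0% = DMSO neutral wells and 100% = GW8510 positive control wells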
Platelet DG rel = inhibitors of platelet dense granule secretion, primary screen, cell-based, MLPCN, human platelets; human platelet-rich plasma, SFLLRN dense granule ATP release, luminescence; inhibition, %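 (compounds screened at 7.5 µM in platelet-rich plasma)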; 300,000 compounds, 0.22% hits; AID 1663, 2009;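 active = mean replicate score, as percent of positive control, at or above 50; inconclusive = mean below 50 but at least one replicate at or above 50; inactive = mean and every replicate below 50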
Dyrk1A ADPGlo = rat Dyrk1A kinase inhibitors, primary screen, biochemical, single point, plate reader. Dual specificity tyrosine-phosphorylation-regulated kinase 1A (Rattus norvegicus), Q63470. ADP-Glo luminescence, NFATc1 peptide. inhibition, % at 12.5 µM. 310,000 compounds, 0.43% hits. AID 504441, 2011; in the data active = inhibition above about 50%;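 note: plate controls were vehicle with enzyme for no effect and no enzyme for full effect; many of its hits are not listed in these tables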
HSP90 refold inh = HSP90 inhibitors, primary screen, cell lysate, luminescence. Heat shock protein HSP 90 (rabbit reticulocyte lysate; luciferase refolding). Rabbit reticulocyte lysate, luciferase refolding luminescence, 3 h. inhibition, % at 5.6 µM. 290,000 compounds, 0.91% hits. AID 1789, 2009;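 active = inhibition above the screen-wide mean plus 3 SD, computed separately per campaign, cut at about 16% in these data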;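 note: 0% = DMSO wells and 100% = 60 µM geldanamycin wells; inhibitors lower the luminescence because luciferase stays unfolded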
HSF1 inh = HSF1 inhibitors in luciferase reporter cells, primary screen, cell-based, NIH3T3, luminescence | AID 2098, 2009 | NIH3T3-HGL HSE-luciferase, MG132-induced, luminescence 8 h; active compounds read low | 300,000 compounds, 0.77% hits | activity change, negative = inhibition, % at 7.5 µM (by protocol);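 active = more than half of replicate wells show activity change below -50%, luminescence cut by over half; inconclusive = some wells, but at most half, below -50%; inactive = no replicate well below -50%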;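 note: luciferase reports HSF-1 transcriptional activity via heat shock element; 0% = median of DMSO wells and -100% = zero luminescence signal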
HDAC3 inh = HDAC3 deacetylase inhibitors, primary screen, biochemical, fluorescence, cell-free homogeneous; Histone deacetylase 3 (Homo sapiens), O15379; recombinant HDAC3, fluorogenic peptide/trypsin coupled; inhibition, % at 8.3 µM; 320,000 compounds, 0.15% hits; in the data active = inhibition above about 26%, passing the limit was not always enough; inconclusive = no clear call, values can overlap the other calls
Target sequence (O15379 whole entry, looked up): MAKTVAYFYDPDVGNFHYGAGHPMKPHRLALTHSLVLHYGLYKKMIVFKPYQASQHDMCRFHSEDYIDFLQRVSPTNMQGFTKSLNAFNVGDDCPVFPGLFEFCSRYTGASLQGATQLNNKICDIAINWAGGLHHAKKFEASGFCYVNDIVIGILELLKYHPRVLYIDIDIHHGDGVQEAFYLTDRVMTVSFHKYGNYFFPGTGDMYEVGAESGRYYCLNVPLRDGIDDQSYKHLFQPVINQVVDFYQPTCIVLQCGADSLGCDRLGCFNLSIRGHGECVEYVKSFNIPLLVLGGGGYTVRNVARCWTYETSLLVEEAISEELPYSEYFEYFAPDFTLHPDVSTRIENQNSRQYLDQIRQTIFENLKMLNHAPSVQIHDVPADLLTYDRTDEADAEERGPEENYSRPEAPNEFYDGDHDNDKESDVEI
GSK3beta inhib = human GSK3beta kinase inhibitors, primary screen, biochemical, cell-free homogeneous, HTS; activity score (negative = inhibition), % at 10 µM; AID 2097, 2009; 300,000 compounds, 0.038% hits; GST-GSK3beta kinase, ADP-Glo luminescence, 60 min; active compounds read low;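 active = more than half of replicate wells score below -50%, meaning over 50% inhibition versus plate controls; inconclusive = some replicates but at most half score below -50%; inactive = no replicate scores below -50%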;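 note: 0% = median DMSO wells and -100% = median GW8510 positive control wells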
Target sequence (P49841 whole entry, looked up): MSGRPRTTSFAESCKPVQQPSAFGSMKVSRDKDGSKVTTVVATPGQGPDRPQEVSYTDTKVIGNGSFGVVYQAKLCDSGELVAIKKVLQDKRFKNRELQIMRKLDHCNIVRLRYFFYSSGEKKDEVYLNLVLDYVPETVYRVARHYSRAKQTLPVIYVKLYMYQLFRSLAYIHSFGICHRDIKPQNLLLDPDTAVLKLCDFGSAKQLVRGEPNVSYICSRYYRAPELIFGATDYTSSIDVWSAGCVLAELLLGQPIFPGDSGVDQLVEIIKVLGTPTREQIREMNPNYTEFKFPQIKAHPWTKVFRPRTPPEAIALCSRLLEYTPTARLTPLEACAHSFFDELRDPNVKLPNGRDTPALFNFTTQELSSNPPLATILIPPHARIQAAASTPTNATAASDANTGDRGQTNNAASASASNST
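Test system: GST-tagged human GSK3beta kinase, cell-free; evaluation: activity score scaled between in-plate DMSO and GW8510 controls; measured by: ADP-Glo luminescence; incubation: 60 min reaction, RT; benchmarks: DMSO and 20 µM GW8510; reagent: peptide substrate plus 25 µM ATP (final); medium: Tris/MgCl2 kinase buffer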
AI-2 QS modul = Vibrio harveyi AI-2 quorum sensing modulators, primary screen, JMH597 strain, luminescence/OD600 ratio | Vibrio harveyi JMH597 AI-2 luminescence/OD600 ratio, 9 h; active compounds read low; strain lacks LuxN and CqsS sensors; 0 = neutral-control median | AID 2094, 2009 | 300,000 compounds, 0.4% hits | activity change, % at 7.5 µM; in the data active = activity change below about -75%, passing the limit was not always enough; inconclusive = no clear call, values can overlap the other calls;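 note: luminescence divided by OD600 gain over 9 h not by final OD600 alone; inactives centre near 13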
Starred values were filed as active, the others as inactive; i = inactive; ? = inconclusive; . = not tested or not shown. Not all compounds are listed; rates above refer to the full screens.

SMILES	PolyA inhibitor	HSF1 activator	GSK3 alpha inh	Platelet DG rel	Dyrk1A ADPGlo	HSP90 refold inh	HSF1 inh	HDAC3 inh	GSK3beta inhib	AI-2 QS modul
COc1ccc(CN2CCn3nc(C(=O)NC4CC4)cc3C2=O)cc1	i	6	0	1	5	2	3	-2	4	1
CCOc1cccc(N2C(=O)CC(NNC(=O)c3ccc(Br)o3)C2=O)c1 (stereo not drawn)	i	9	6	-8	0	3	-3	-19	1	12
COc1ccc(C)cc1S(=O)(=O)N1CCC2(CC1)OCCN2S(=O)(=O)c1ccccc1	i	-10	-2	18	-3	.	-11	5	-1	-4
CCOc1ccc(N/C(SC)=C(/C#N)C(N)=O)cc1	i	-6	7	9	-2	-1	-1	8	-6	14
COc1ccc(NC(=O)CC(c2ccccc2)c2ccco2)cc1 (stereo not drawn)	i	22	-1	-4	.	2	7	-1	-1	20
COC(=O)CSc1nc(Cc2ccccc2)nc2ccccc12	i	7	-1	-3	-1	3	2	6	1	25
O=c1c([N+](=O)[O-])c(N2CCOCC2)c2ccccc2n1-c1ccccc1	i	-2	-2	2	2	-2	-5	8	2	13
CC(C)c1ccc2oc(=O)cc(CN3CCN(c4ccccc4)CC3)c2c1	i	0	-1	-7	-2	-4	-9	5	1	40
CC[N+](CC)(CC)CC(=O)Nc1ccc(SC(F)F)cc1	i	-11	-1	1	1	2	-4	?	-1	17
Cc1ccc(C)c(OCCC(=O)NCCc2ccc(S(N)(=O)=O)cc2)c1	i	3	2	2	-2	-4	0	-3	1	33
Cc1onc(-c2ccccc2Cl)c1C(=O)N1CC(C)CC(C)C1 (stereo not drawn)	i	15	5	4	2	-1	-3	3	-1	27
c1ccc(CCn2nnnc2C(c2cccs2)N2CCN(Cc3ccc4c(c3)OCO4)CC2)cc1 (stereo not drawn)	i	43	2	-1	-2	-3	13	-1	1	75
CCCCOC(=O)CSc1nc2c(c(=O)[nH]c(=O)n2C)n1C/C=C(\C)Cl	i	3	-2	7	-4	1	1	1	4	12
O=C(CN1CCCCC1)Nc1cccc(Cl)c1	i	14	2	7	1	4	-10	-12	0	0
Cc1c(C(=O)N(C)CCc2cnn(C)c2)oc2c(F)cccc12	i	4	3	11	26	-3	-2	-6	1	28
CC(C)CCNC(=O)C(c1ccc(O)cc1)N(Cc1ccco1)C(=O)CCC(=O)Nc1nccs1 (stereo not drawn)	i	13	0	4	-2	-3	6	4	-8	-1
Cc1cc(C(=O)OCC(=O)NCc2ccccc2Cl)c(C)o1	i	11	-3	1	1	4	1	1	2	29
Cc1ccccc1NC(=S)NC(=O)c1cncc(Br)c1	i	1	-1	-3	2	3	4	-9	3	46
O=C(Nc1ccc2c(c1)CCCN2C(=O)c1cccs1)c1c(F)cccc1Cl	i	17	-2	3	7	-2	10	-3	1	38
CCOc1ccc(C(CC(=O)O)NC(=O)COc2ccccc2)cc1OC (stereo not drawn)	i	-3	-3	-6	6	1	1	1	1	8
O=C(CCSCCc1ccccn1)Nc1c(F)c(F)c(F)c(F)c1F	i	-3	-3	-2	3	0	4	2	4	9
CC(C)c1ccc2oc(=O)cc(CN3CCN(c4ccc(F)cc4)CC3)c2c1	i	1	-2	1	-3	3	6	8	-18	50
O=C(c1ccc(C(F)(F)F)cc1)C1CCCN(Cc2cccn2-c2ncccn2)C1 (stereo not drawn)	i	-26	1	1	-1	-4	-8	4	-5	0
CCOc1ccc(C(=O)CCC(=O)NNC(=O)c2ccncc2)cc1	i	-2	-1	19	11	.	1	2	2	19
CCOC(=O)C(=O)Nc1nnc(Cc2ccc(OC)c(OC)c2)s1	i	10	-2	0	1	4	4	5	2	18

Continued.
SMILES	PolyA inhibitor	HSF1 activator	GSK3 alpha inh	Platelet DG rel	Dyrk1A ADPGlo	HSP90 refold inh	HSF1 inh	HDAC3 inh	GSK3beta inhib	AI-2 QS modul
CCCN(CCC)S(=O)(=O)c1ccc(NC(=O)C2CCCO2)cc1 (stereo not drawn)	i	.	1	.	-8	-2	.	1	2	13
COc1cc2c3c(c1)c(N=NC(N)=S)c(O)n3C(C)(C)C=C2C	i	-4	-4	-18	-2	-4	3	0	1	15
COc1cccc(CNCc2cccc(Br)c2)c1OC	i	27	-4	-1	-6	1	17	2	2	14
O=C1CCCC(O)=C1C1C2=C(CCCC2=O)Oc2ccccc21 (stereo not drawn)	i	15	-1	-5	-7	0	0	6	3	3
CCOCCCNC(=O)CN1C(=O)COc2ccc(S(=O)(=O)N3CCOCC3)cc21	i	-10	.	-7	1	6	-4	.	-2	7
N#Cc1ccc(C(c2nnnn2CCc2ccccc2)N2CCCCCC2)cc1 (stereo not drawn)	i	14	0	3	0	-1	-6	1	-3	20
CCn1cc(C(=O)NN)c(=O)c2cc(F)c(N3CCOCC3)cc21	i	-14	-1	8	1	-3	0	10	-2	-1
CCOC(=O)Nc1cc(OC)c(OC)cc1Cc1nccc2cc(OC)c(OC)cc12	i	7	0	-1	-3	2	3	?	2	30
CC(c1n[nH]c(=S)n1-c1ccc(F)cc1)N1CCCCC1 (stereo not drawn)	i	-7	0	-8	.	0	-7	11	4	11
O=C(O)c1ccccc1NC(=S)NC(=O)c1sc2ccccc2c1Cl	.	-1	-1	-1	40	-1	-2	-6	3	37
CCCCNC(=S)N/N=C/c1sccc1C	i	37	0	-2	0	-4	1	9	-1	29
CC1(C)CC(NC(=O)c2ccc(Cl)c(Cl)c2)CC(C)(C)N1	i	15	-2	1	1	-1	-10	0	1	18
O=C(CCSc1ccccc1)Nc1nccs1	i	0	1	5	23	2	0	-6	1	24
Cc1c(C(=O)Nc2c(F)cccc2F)sc2ncnc(N3CCN(c4ccccc4)CC3)c12	i	-15	-2	-1	-2	2	-4	2	1	21
C=CCn1c(=O)c2ccccc2n2c(SCC(=O)O)nnc12	i	-14	1	2	0	5	-4	-3	1	-12
Cc1cc(C)c(NC(=O)C2CCCCN2C)c(C)c1 (stereo not drawn)	i	-6	7	-4	3	-2	-4	-3	2	9
O=[N+]([O-])c1ccc2nc(Cl)nc(-c3ccccc3)c2c1	i	-13	0	-1	-3	2	-12	2	0	17
Oc1ccc2ccccc2c1/C=N/c1nc2c(s1)CCCC2	i	-11	-2	4	3	6	-7	-5	3	20
O=C(NCc1ccc(Cl)cc1)c1ccccc1CCc1ccccc1	i	13	-2	2	4	2	-1	9	-1	11
CN(C)CCCN(CCCN(C)C)C(=S)Nc1ccc(S(=O)(=O)N2CCOCC2)cc1	i	-27	-3	5	-2	4	-18	-3	-1	2
O=C1NCCCC1C(=O)N1CCCCC1 (stereo not drawn)	i	-12	-3	-4	0	2	-15	-1	2	17
COCCNC(=O)C12CC3CC(CC(Cl)(C3)C1)C2	i	-2	-5	-9	.	9	-5	-3	1	20
Cc1nn(C)cc1CNC(=O)/C=C/c1cnn(C)c1	i	-24	1	-17	-2	-8	-17	0	2	9
CCc1nc(SCC(=O)Nc2ccc(C(=O)O)cc2)n[nH]1	i	7	-3	1	2	2	0	8	1	31
CC(C)c1cccc(C(C)C)c1NC(=O)CNCc1ccccc1F	i	16	1	3	-30	3	12	-6	0	19

The listing continues.
SMILES	PolyA inhibitor	HSF1 activator	GSK3 alpha inh	Platelet DG rel	Dyrk1A ADPGlo	HSP90 refold inh	HSF1 inh	HDAC3 inh	GSK3beta inhib	AI-2 QS modul
CCn1c(C)[n+](CC)c2ccc(S(=O)(=O)N(C)C)cc21	i	-19	-1	1	2	2	-1	-4	-2	2
O=C(CSc1nnc(Cc2ccccc2)o1)NCCN1C(=O)CSC1=O	i	-5	-3	-1	-3	0	-4	-1	1	29
COCc1cc(C)nc(SCC(=O)Nc2cc3c(cc2C#N)OCO3)c1C#N	i	4	0	-3	3	-1	-2	9	-2	27
COc1ccc(C2=NC(=O)/C(=C\c3cc(OC)c(OC)c(OC)c3)O2)cc1	.	.	-2	.	3	-4	.	-1	.	.
O=C(Nc1ccc(N2CCOCC2)nc1)c1cccs1	i	37	-1	0	.	-1	3	-3	4	13
COCCOC(=O)c1c(NC(=O)CNc2ccc(C)c(F)c2)sc(C(N)=O)c1C	i	21	0	14	-8	5	17	2	-3	11
O=C(CSc1ccc2ccccc2c1)NCCc1ccc(O)c(O)c1	i	11	-4	0	2	2	-3	-2	1	0
Cn1c(=O)c2c(nc(Br)n2Cc2ccc3ccccc3c2)n(C)c1=O	i	0	0	-8	-97	2	2	-6	0	-8
O=c1c(-c2ccccc2)c[nH]n1-c1cccc([N+](=O)[O-])c1	i	-7	-1	5	0	-5	-8	2	1	46
Cc1cc(=O)[nH]c(SCC(=O)Nc2ccnc3ccccc23)n1	i	8	2	-7	3	10	-2	-1	-4	10
COc1ccc2c(c1)c(C(=O)N1CCN(C)CC1)c(C)n2-c1ccccc1	i	1	-3	-2	3	3	-2	-5	-2	5
COc1ccc(NS(=O)(=O)c2cc(NC(=O)c3ccco3)ccc2N2CCCCC2)cc1	i	-1	0	2	-4	2	-1	-3	1	19
CC(C)Oc1ccc(/C=C/C(=O)NCC2COc3ccccc3O2)cc1 (stereo not drawn)	i	2	-4	-7	0	-2	8	8	-3	20
O=c1[nH]cc(COCC(F)CCl)c(=O)[nH]1 (stereo not drawn)	i	6	-4	-1	13	-2	-8	4	-3	4
CC(C)N1CCN(c2ccncc2S(=O)(=O)N2CCOCC2)CC1	i	1	0	14	-3	1	-5	-1	-1	12
COc1cccc(/C=N/NC(=O)c2cccs2)c1	i	63*	4	8	15	5	15	10	-2	8
CCCCN(CC)CCCNC(=O)c1csc2c1CCCCC2	i	-3	-2	-5	-65	-1	-6	-2	2	10
CCCN(CC(=O)Nc1ccccc1C)C(=O)c1ccc(=O)n(Cc2ccccc2)n1	i	9	-1	-9	.	.	-5	0	4	3
CCN(CC)S(=O)(=O)c1ccc(NCCCn2ccnc2)c([N+](=O)[O-])c1	i	6	4	-2	-3	-5	-5	3	-10	16
CC(=O)c1ccc(-n2c(CCC(=O)O)ccc2-c2ccc(C)cc2)cc1	i	17	-1	4	-2	-3	22	-11	2	19
COc1ccc(/C=N/Nc2nc3ccccc3o2)cc1OC	i	41	-3	11	.	0	20	5	4	19
